KDM5B inhibitor – Primary screen for KDM5B Histone Demethylases FDH-coupled qHTS; Lysine-specific demethylase 5B (Homo sapiens), Q9UGL1; KDM5B demethylase, FDH-coupled NADH fluorescence (FDH is formaldehyde dehydrogenase); Potency, µM (series often up to 57.7 µM), inactives show top-dose activity change, negative = inhibition, usual class: inhibitors; hit rate 2.6% among 220,000; active = well fitted inhibition curve with a large enough effect; inconclusive = small, poorly fitted or top-dose-only effect; inactive = no such curve, though single readings can be large or run the other way; also: 0% is about no effect; nearly all actives have a fitted effect of over 70% in size
Target sequence (Q9UGL1 whole entry, looked up): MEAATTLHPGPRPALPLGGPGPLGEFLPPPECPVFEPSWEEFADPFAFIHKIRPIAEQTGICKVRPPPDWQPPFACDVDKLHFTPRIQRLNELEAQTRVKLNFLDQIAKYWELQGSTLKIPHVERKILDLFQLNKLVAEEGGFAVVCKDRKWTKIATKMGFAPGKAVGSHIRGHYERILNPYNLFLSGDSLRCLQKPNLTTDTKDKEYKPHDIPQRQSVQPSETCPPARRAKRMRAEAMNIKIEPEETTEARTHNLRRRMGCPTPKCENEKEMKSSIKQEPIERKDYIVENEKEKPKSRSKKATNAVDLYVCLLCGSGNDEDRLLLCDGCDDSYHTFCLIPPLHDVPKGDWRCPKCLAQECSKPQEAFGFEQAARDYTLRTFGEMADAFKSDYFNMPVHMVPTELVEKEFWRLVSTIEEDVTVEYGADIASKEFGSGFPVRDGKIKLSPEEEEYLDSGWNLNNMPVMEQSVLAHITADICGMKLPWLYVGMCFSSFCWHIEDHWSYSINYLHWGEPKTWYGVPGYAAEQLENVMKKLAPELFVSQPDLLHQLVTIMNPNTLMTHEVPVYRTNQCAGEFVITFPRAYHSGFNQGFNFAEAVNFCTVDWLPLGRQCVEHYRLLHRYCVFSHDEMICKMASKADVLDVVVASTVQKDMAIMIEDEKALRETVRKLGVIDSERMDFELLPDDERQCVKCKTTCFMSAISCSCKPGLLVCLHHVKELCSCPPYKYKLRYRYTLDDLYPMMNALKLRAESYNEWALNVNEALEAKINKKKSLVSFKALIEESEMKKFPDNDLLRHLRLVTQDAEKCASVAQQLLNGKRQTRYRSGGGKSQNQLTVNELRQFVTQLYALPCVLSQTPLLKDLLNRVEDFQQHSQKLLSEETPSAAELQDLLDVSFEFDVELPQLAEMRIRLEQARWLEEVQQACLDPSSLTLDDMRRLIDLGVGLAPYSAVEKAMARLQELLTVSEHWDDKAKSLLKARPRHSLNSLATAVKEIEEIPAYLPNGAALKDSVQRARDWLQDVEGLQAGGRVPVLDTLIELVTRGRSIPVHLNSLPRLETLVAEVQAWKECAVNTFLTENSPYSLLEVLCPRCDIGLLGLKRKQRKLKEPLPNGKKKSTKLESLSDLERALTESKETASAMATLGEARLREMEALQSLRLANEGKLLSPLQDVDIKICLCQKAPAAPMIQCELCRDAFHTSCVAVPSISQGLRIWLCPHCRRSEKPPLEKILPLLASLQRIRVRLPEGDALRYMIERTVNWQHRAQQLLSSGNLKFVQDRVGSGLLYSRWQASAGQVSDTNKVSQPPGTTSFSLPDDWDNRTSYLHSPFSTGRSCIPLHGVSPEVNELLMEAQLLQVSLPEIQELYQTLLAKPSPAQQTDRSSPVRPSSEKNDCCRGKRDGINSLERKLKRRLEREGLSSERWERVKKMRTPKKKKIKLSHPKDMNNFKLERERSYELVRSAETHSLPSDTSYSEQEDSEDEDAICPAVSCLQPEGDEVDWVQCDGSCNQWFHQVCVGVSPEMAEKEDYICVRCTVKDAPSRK
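Measured: NADH fluorescence change, 30 min, RT. System: KDM5BΔAP 200 nM final, H3K4me3 peptide, α-KG, Fe(II), ascorbate, NAD⁺ plus FDH, pH 7.5 HEPES. Compounds: titrated, 10 min pre-incubation with enzyme.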
* marks the source's active call; other numbers are inactive results; i = inactive; ? = inconclusive; & = joins results of further samples; ! = repeats disagree; [ ] = another dose, or the depositor's remark. Potency is read from the fitted curve at half-maximal effect. An excerpt; rates above refer to the full screens.

KDM5B inhibitor | Structure
-8%[86.2 µM] | Cc1noc2c(N3CC[S+](=O)([O-])CC3)cc(-c3ccc(Cl)cc3)nc12
25µM* | Cc1cccc(-n2nc(-c3c(C)nc4scc(CC(=O)NCCC(C)C)n4c3=O)cc2C)c1
13% | Cc1ccc(NC(=O)Nc2ccccc2OCc2cc(=O)n3cccc(C)c3n2)cc1Cl
? | COc1ccc(Cl)cc1NC(=O)NNC(=O)c1ccccn1
-17% | Cc1noc([C@@H]2CC(F)(F)CN2C(=O)c2n[nH]c3ccccc23)n1
16µM* | COc1ccc(-c2cc(C(=O)O)cc(S(=O)(=O)N3CCN(C)CC3)c2)cc1
? | COc1cccc(-c2cc3c(=O)n(CCNC(=O)Cc4cccs4)ccn3n2)c1
17%[86.2 µM] | O=C(N[C@H]1CCN2C(=O)N(c3ccccc3)C(=O)[C@@H]2C1)c1cccnc1
-22% | Cc1ccc(Cn2ccc(NC(=O)c3cc(-c4ccc(Cl)c(Cl)c4)on3)n2)cc1
-7% | O=C(c1cccc(F)c1)N1CC(Oc2cccc(-c3nc(-c4ccccc4)no3)c2)C1
-5% | CCN1CCN(c2ccc(S(=O)(=O)N3CCCCC3)cc2NC(=O)Cc2c(F)cccc2Cl)CC1
? | Cc1cccc(NC(=O)Cn2c(=O)oc3cc(S(=O)(=O)N4CCCCCC4)ccc32)c1
-7%&35% | COc1cc(NC2c3ccccc3C(=O)N2Cc2ccccc2)cc(OC)c1OC (stereo not given)
-4% | CCN(C(=O)Cn1ccn2nc3c(c2c1=O)CCCC3)c1ccccc1
-25% | O=C([C@@H]1C[C@H](Oc2cccnc2)CN1C(=O)CCc1c[nH]c2ccccc12)N1CCOCC1
-30% | Cc1ccc2cccc(NC(=O)c3ccc(-c4cccc([N+](=O)[O-])c4)o3)c2n1
? | COc1ccc2nc(N3C(=O)C(O)=C(C(=O)c4ccco4)C3c3ccco3)sc2c1 (stereo not given)
-5% | COc1ccc(C2C(C#N)=C(N)N(N(C)C)C3=C2C(=O)CCC3)cc1 (stereo not given)
-24%[86.2 µM] | C[C@@H](NCc1cccc(Cl)c1)c1onc(-c2ccc(F)cc2)c1C(=O)O
-5% | O=C(Nc1cccc(F)c1)N1CCC(CCNC(=O)C2(c3ccccc3)CC2)CC1
-10% | CC(C)N1Cc2cc(C(=O)O)sc2C1
17% | CCOC(=O)c1ccc(S(=O)(=O)N2CCC(C(=O)NCC3CCCCC3)CC2)cc1
1% | O=C(Nc1nc(-c2ccc3ccccc3c2)cs1)c1ccc[n+]([O-])c1
-8% | CCN1CCN(c2oc(COc3ccc(-c4ccccc4)cc3)nc2C#N)CC1
27% | O=C(CCC1CCN(C(=O)CSc2ncccn2)CC1)NCC1CCCO1 (stereo not given)
26% | COc1ccc(OC)c(S(=O)(=O)N2CCCC(C(=O)NCCc3ccccc3)C2)c1 (stereo not given)
-10% | O=C(Cn1nnc(-c2ccccc2)n1)N1CCC(c2nc3ccccc3s2)CC1
-28% | COc1ccc(NC(=O)NC(C)c2c(-n3cccc3)sc3c2CCN(C)C3)c(OC)c1 (stereo not given)
? | CCc1ccc2c(c1)cc(S(=O)(=O)c1ccccc1)c(=O)n2CC(=O)N1CCCCC1
? | Cn1c(CNC(=O)C2Cn3cccc3C(=O)N2Cc2ccccc2)nc2ccccc21 (stereo not given)
32µM* | CC(=O)Nc1cccc(-c2ncc3c(n2)OCCN(Cc2ccc(F)cc2F)C3=O)c1
27% | COc1ccc(C2Cn3nnc(-c4nc(C(C)C)no4)c3CO2)cc1 (stereo not given)
0%[86.2 µM] | O=C1[C@@H]2C[C@@H](O)CN2C2(CN(Cc3ccccc3)C2)C(=O)N1Cc1cccc(Cl)c1
28µM*! | CCn1c(CO)nnc1C1CC(NC(=O)c2cnn3cc(C)cnc23)C1 (stereo not given)
? | CCOC(=O)c1ccccc1NC(=O)N(Cc1ccc(CC)cc1)Cc1cn[nH]c1-c1ccc(OC)cc1
12% | CCCCN(C)CCNC(=O)c1cc2c(=O)n(C)c3ccccc3c2n1C
? | O=C(COC(=O)c1cc(-c2ccccc2)nc2c(Cl)cccc12)c1ccc(F)cc1
-2% | COCCCN1CC(=O)N2C(c3ccc(OC)c(OC)c3)c3[nH]c4ccccc4c3C[C@H]2C1=O (stereo not given in full)
-14% | Cc1nnc2n1CCC(NC(=O)c1cnccn1)CC2 (stereo not given)
? | COc1ccc(NC(=O)Cn2c(=O)n(-c3cccc(C)c3)c(=O)c3c2c2cc(C)ccc2n3C)cc1OC
-6% | Cc1cccc(CN2C(=O)c3ccccc3S(=O)(=O)c3ccc(C(=O)NC4CCCCC4)cc32)c1
10% | COc1ccc(C(=O)N2CCCCCCNC(=O)CC2)c(OC)c1
31% | Cc1ccc(CNC(=S)Nc2cccc(Cl)c2Cl)cc1
24% | Cc1nc(SCC(=O)NC(C)C(C)C)n(C2CCCC2)c1C (stereo not given)
18% | COc1ccc(N2CCN(S(=O)(=O)c3ccc4c(c3)CCCN4C(C)=O)CC2)cc1
-3% | COc1cc(C2C(C#N)=C(N)OC3=C2C(=O)CC(C)(C)C3)ccc1OCCN1CCOCC1 (stereo not given)
9% | CN(CCc1ccccn1)C(=O)C1CCN(C(=O)N2CC3CC(C2)[C@H]2CCCC(=O)N2C3)CC1 (stereo not given in full)
? | O=S(=O)(c1ccc(-c2cc(C(F)(F)F)on2)s1)N1CCN(c2ccccc2F)CC1
6% | CCOc1ccc(NC(=O)C2CN(S(C)(=O)=O)CC23CCCCC3)cc1 (stereo not given)
-21% | COc1ccccc1C(=O)N/C(=N/c1nc(C)cc(C)n1)Nc1ccccc1
? | CCc1ccc(Nc2sc(C(=O)c3ccccc3)c(N)c2S(C)(=O)=O)cc1
28µM* | COc1ccccc1-n1cc(-c2nc(C3CCOC3)no2)cn1 (stereo not given)
10% | Cc1ccccc1NC(=O)C1CCn2c(C(=O)c3ccccc3)ccc21 (stereo not given)
-10% | O=C(CCc1c[nH]c2ccccc12)N1CCC[C@H](n2c(=O)n(CC3CC3)c3cccnc32)C1
11% | Cc1c(C)n(-c2ccccc2)c2ncnc(NCCCN(C)C)c12
6% | CCOC(=O)c1cc(NC(=O)c2ccc(OC)cc2)c(=O)n2c1oc1ccc(Cl)cc12

Further results:
KDM5B inhibitor | Structure
13% | Cc1cc2oc(C(=O)Nc3c(C(=O)Nc4ccccc4)oc4ccccc34)cc(=O)c2cc1C
-11% | Cc1ccc(-c2ccc3nnc(CNC(=O)c4cccc5[nH]ccc45)n3n2)cc1
-11% | COc1ccc(CNC(=O)c2ccc3c(=O)n(-c4cc(OC)ccc4OC)cnc3c2)cc1
-12%[86.2 µM] | Cn1ccnc1CN1C(=O)CO[C@H]2CN(C3CCCCC3)C[C@H]21
i | Cc1cc(=O)oc2c(C)c(OCC(=O)NCCCn3ccnc3)ccc12
-27% | CC(=O)c1ccc(NC(=O)c2cc3sccc3n2Cc2ccc(Cl)cc2)cc1
-57% | N#Cc1nc(-c2ccc(S(=O)(=O)N3CCCC3)cc2)oc1NCCc1ccccc1
-3% | CCOC(=O)C1=C(N)OC2=C(C(=O)CCC2)C1c1ccc(Cl)cc1 (stereo not given)
-15% | O=C(C1CCCCC1)N(Cc1cccnc1)c1nc2ccc(F)cc2s1
0% | CC1(C)[C@H]2CC[C@@H](CNC(=O)c3cncc(Br)c3)[C@@H]1C2
4% | CCOc1ccc(-n2nc(C(=O)NCCCN(CC)Cc3ccccc3)c3ccccc3c2=O)cc1
5% | CCOc1ccc(CN(C(=O)c2cc(=O)c3ccc(C)c(C)c3o2)C2CCS(=O)(=O)C2)cc1 (stereo not given)
-11% | CCOc1ccc(NC(=O)CSCc2cc(=O)n3cccc(C)c3n2)cc1
10% | N#Cc1nc(COc2ccc(Cl)cc2)oc1NCc1ccncc1
? | Cc1ccc(-c2ccc3nnc(CNC(=O)Cc4ccccc4Cl)n3n2)cc1
-19% | CN(CC(=O)Nc1ccccc1Br)C(=O)C1CCN(C(=O)c2ccc(Cl)cc2)CC1

Entries above that contain a thiophene ring, fused or not, in the order listed:
KDM5B inhibitor | Structure
? | COc1cccc(-c2cc3c(=O)n(CCNC(=O)Cc4cccs4)ccn3n2)c1
-10% | CC(C)N1Cc2cc(C(=O)O)sc2C1
-28% | COc1ccc(NC(=O)NC(C)c2c(-n3cccc3)sc3c2CCN(C)C3)c(OC)c1 (stereo not given)
? | O=S(=O)(c1ccc(-c2cc(C(F)(F)F)on2)s1)N1CCN(c2ccccc2F)CC1
? | CCc1ccc(Nc2sc(C(=O)c3ccccc3)c(N)c2S(C)(=O)=O)cc1
-27% | CC(=O)c1ccc(NC(=O)c2cc3sccc3n2Cc2ccc(Cl)cc2)cc1

3 compounds already listed, sorted by the value under KDM5B inhibitor, low to high.
SMILES	KDM5B inhibitor
CN(CC(=O)Nc1ccccc1Br)C(=O)C1CCN(C(=O)c2ccc(Cl)cc2)CC1	-19%
CC1(C)[C@H]2CC[C@@H](CNC(=O)c3cncc(Br)c3)[C@@H]1C2	0%
CCOc1ccc(-n2nc(C(=O)NCCCN(CC)Cc3ccccc3)c3ccccc3c2=O)cc1	4%

Next section:
KDM5B inhibitor | Structure
-4% | CC(C)c1ccccc1NCC(=O)N1CCN(Cc2ccccc2)CC1
12%[149 µM] | O=C1CC2(CCN(Cc3ccccc3)CC2)Oc2ccccc2N1
-14% | O=C(NCCCCCO)C1CCN(c2nc(Cl)nc3nc[nH]c23)CC1
-14%[86.2 µM] | CN(C)C(=O)c1ccc(-c2ncc3c(n2)OCCN(Cc2ccc(F)cc2F)C3=O)cc1
22% | CSc1ccccc1C(=O)Nc1cccc(C)c1C
? | Cc1ccnc(NC(=O)c2cc(-c3ccc(C)o3)nc3ccccc23)c1
-2% | COc1ccc(S(=O)(=O)N(C)c2ccc(C(=O)NCc3ccco3)cc2)cc1
6% | CCOc1cccc2sc(N3CCN(C(=O)C(C)(C)C)CC3)nc12
-1% | CCC1CCc2nc3sc(C(=O)Nc4cccc(F)c4)c(N)c3cc2C1 (stereo not given)
-6%[149 µM] | NCc1ccccc1-c1cccc(C(F)(F)F)c1
-19% | COc1ccc(C(=O)N2CCCC(c3nc(-c4ccc(C)o4)no3)C2)cc1OC (stereo not given)
17% | O=C(Nc1ccc(I)cc1C(F)(F)F)c1cc(Cl)ccc1Cl
100%[activator] | CCCCN(C)C(=O)c1ccc2c(=O)n3nc(Nc4cc(C)ccc4C)sc3nc2c1
2% | CCOC(=O)Cc1ccc(NC(=O)N(Cc2ccc(OC)cc2)C2CCN(C(C)=O)CC2)cc1
? | c1cc(-c2n[nH]c(CC3CCNC3)n2)ccn1 (stereo not given)
-21% | Cc1cccc(C(=O)N2CCC(n3cnnc3-c3ccccc3)CC2)c1
? | C=CCNC(=O)c1cc(-c2cccc(C)c2)nc2ccccc12
-10% | O=C(CNC(=O)c1[nH]c2ccccc2c1Cl)NCc1ccccc1
-5% | CCOc1ccc(N(Cc2nc3nc(C)cc(C)n3n2)S(=O)(=O)c2ccccc2)cc1
-1% | Cc1noc(C)c1CCC(=O)N1Cc2[nH]cnc2CC1C(=O)O (stereo not given)
0% | CCCCc1ccc(N/C=C/C(=O)c2ccc(OCC)cc2)cc1
-13% | CC1CCC2(CC1)NC(=O)N(CC(=O)Nc1ccc3c(c1)OCCO3)C2=O (stereo not given)
-8% | O=C(NC1CCCCCCC1)c1cc(Sc2cccc(Cl)c2)nc2ccccc12
-19% | O=C(NCCc1cccs1)C1CCN(c2ccc(C(F)(F)F)cn2)CC1
? | CCCn1cnc2c1CN(S(=O)(=O)c1ccccc1)[C@H](C(=O)OC)C2
12%[115 µM] | CC(c1cccs1)N(C)C(=O)C1CC1 (stereo not given)
16% | CCOC(=O)c1oc2c(C)c(O)ccc2c(=O)c1-c1nc2ccccc2s1
14% | Cc1nc(CNCc2cccc(NC(=O)c3ccc(F)cc3)c2)cs1
-19% | COc1ccc2c(Sc3ccccc3)c(C(=O)NCc3cccc(OC)c3OC)[nH]c2c1
-13% | CCOCCCNC(=O)c1ccc(C)c(C)c1
3% | CCc1ocnc1C(=O)N[C@@H]1CCOC[C@H]1OCC1CCC1
12%[86.2 µM] | O=C1NC2(CCN(C(=O)c3ccccn3)CC2)Oc2ccccc21
27% | O=C(Cc1ccc2c(c1)CCCC2)NC1CCCCC1
14% | CCN1C(=O)C(Cc2ccc(C)cc2)c2cc(Br)ccc21 (stereo not given)
-3% | CC(OC(=O)c1cccc(N(C)C)c1)C(=O)c1ccccc1 (stereo not given)
12%&-6% | COc1ccc(NS(=O)(=O)c2cc3[nH]c(=O)c(=O)[nH]c3cc2C)cc1OC
0% | Cc1c(C(=O)N2CCn3nc(CO)cc3C2)cnc2cc(=O)[nH]n12
-16% | O=C(CN1CCOCC1)NC1CCc2nnc(C3CC3)n2CC1 (stereo not given)
-13% | CCc1noc([C@@H]2CC(F)(F)CN2C(=O)c2ccc(C#N)cc2)n1
10% | CCOC(=O)CNC(=O)Cc1ccc(OC)cc1
-4% | O=C(c1ccc2[nH]ccc2c1)N1CCCC(Cc2noc(-c3ccccn3)n2)C1 (stereo not given)
14% | CC(Cc1cnccn1)NC(=O)CC1c2ccccc2CCc2ccccc21 (stereo not given)
25% | O=C(Nc1cccc(-c2nnc3n2CCCC3)c1)NC1CCCC1

Copied from the list.
O=C(CN1CCOCC1)NC1CCc2nnc(C3CC3)n2CC1 (stereo not given) @ KDM5B inhibitor = -16%
CC(Cc1cnccn1)NC(=O)CC1c2ccccc2CCc2ccccc21 (stereo not given) @ KDM5B inhibitor = 14%
CC(OC(=O)c1cccc(N(C)C)c1)C(=O)c1ccccc1 (stereo not given) @ KDM5B inhibitor = -3%

Assay outcomes deposited in PubChem by National Center for Advancing Translational Sciences (NCATS).
